From PubChem BioAssay
N370S GC: inhibitors or activators of N370S glucocerebrosidase for Gaucher disease. P04062. AID 2101. N370S GC spleen homogenate, 4MU-glucoside fluorescence. 0.092% of 330,000 active. Potency, µM (doses to about 59.4 µM), for the others: at the top dose activity change, negative = inhibition, usual class: inhibitors;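 note: 0% = full enzyme activity and -100% = no enzyme basal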
TDP1 block: TDP1 (human) enzyme inhibition; Q9NUW8; recombinant TDP1, AlphaScreen DNA substrate cleavage; Potency, µM (series often up to 130 µM), inactives show at the highest dose activity change, negative = inhibition, usual class: inhibitors; 0.28% of 350,000 active; note: nearly all actives have a fitted effect of over 40% in size
Target sequence (Q9NUW8 whole entry, looked up): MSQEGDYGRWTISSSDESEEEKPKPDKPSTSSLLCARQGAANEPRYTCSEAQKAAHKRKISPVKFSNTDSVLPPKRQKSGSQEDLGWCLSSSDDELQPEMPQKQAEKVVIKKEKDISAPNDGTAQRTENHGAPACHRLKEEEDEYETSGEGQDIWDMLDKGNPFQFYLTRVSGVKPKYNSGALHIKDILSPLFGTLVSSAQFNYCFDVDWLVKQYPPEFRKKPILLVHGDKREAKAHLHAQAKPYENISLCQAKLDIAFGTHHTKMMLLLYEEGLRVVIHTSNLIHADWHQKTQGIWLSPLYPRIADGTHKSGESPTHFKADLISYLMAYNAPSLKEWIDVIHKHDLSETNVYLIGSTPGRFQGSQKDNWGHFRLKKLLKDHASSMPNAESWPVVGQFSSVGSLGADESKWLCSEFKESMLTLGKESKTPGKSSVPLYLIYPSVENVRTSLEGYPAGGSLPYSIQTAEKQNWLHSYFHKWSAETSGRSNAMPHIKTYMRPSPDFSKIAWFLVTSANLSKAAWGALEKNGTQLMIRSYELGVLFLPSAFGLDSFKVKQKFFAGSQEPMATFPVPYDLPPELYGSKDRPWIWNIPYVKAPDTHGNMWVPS
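Tdp1 1 nM final; 15 min RT w/ cpd; substrate 15 nM, 5 min; beads 10 ug/ml, 10 min; AlphaScreen read. Neg ctrl: no enzyme.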
TDP1 cell noCPT: qHTS for Inhibitors of human tyrosyl-DNA phosphodiesterase 1 (TDP1): qHTS in cells in absence of CPT. 15% of 420,000 active. DT40 Tdp1-/- hTDP1 cells, no CPT, ATP luminescence, 48 h. Potency, µM (titrated, usually from 46.2 µM), without a hit: at the highest dose activity change, negative = growth inhibition, most hits filed as inhibitors; note: nearly all actives have a fitted effect of over 55% in size
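Seeded 400 DT40-hTDP1 cells/well (vehicle DMSO, no 20 nM CPT); pinned compounds; ≥48 hr at 37 °C; CellTiter-Glo luminescence as viability measure.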
* = called active by the depositor; ? = inconclusive; · = no result given; [ ] = another dose, or the depositor's remark. Calls come from the whole dose curve; as a rule, active = well fitted curve in the direction sought with a large enough effect; inconclusive = small, poorly fitted or top-dose-only effect, or another doubt; inactive = no such curve, though single readings can be large; an effect the other way counts as inactive or inconclusive. Unless noted, % is set by controls: 0 for no effect and ±100 for the full control effect; potency is the fitted concentration of half-maximal effect.

SMILES	N370S GC	TDP1 block	TDP1 cell noCPT
COc1ccc([C@@H]2CC=C(C(=O)O)[C@H](c3ccccc3)N2S(=O)(=O)c2ccc(C)cc2)cc1OC	-23%	0%	-9%
O=C(N/N=C/c1cc2c(cc1Br)OCO2)c1cc2ccccc2o1	-2%	·	?
Cc1onc(-c2ccccc2Cl)c1C(=O)N1CCOC12CCN(c1cccc(F)n1)CC2	14%	-5%	-12%
Cc1ccc(NC(=O)C2CCN(S(=O)(=O)c3c(C)noc3/C=C/c3ccco3)CC2)cc1C	·	2%	13µM*
O=C(O)c1ccc(S(=O)(=O)N2CCCCCC2)cc1	3%	-4%	-12%
CCN(CC)S(=O)(=O)c1ccc(N2CCOCC2)c(NC(=O)CC2OC(=O)c3ccccc32)c1 (stereo not drawn)	-2%	3%	-26%
CCC(C)(C)NC(=O)C(c1ccc(F)cc1)N(CCOC)C(=O)CCC(=O)Nc1nccs1 (stereo not drawn)	-1%	0%	-9%
COc1cccc(-n2ccn(CC(=O)Nc3ccccc3F)c(=O)c2=O)c1	·	0%	-21%
O=C(O)CO	-13%	8%	·
COC(=O)CNC(=O)Nc1cc(C(=O)NCc2ccc(C)cc2)ccc1N1CCCC1	·	-1%	-21%
O=C(c1ccc2c(c1)N(Cc1ccccc1F)C(=O)c1ccccc1S2(=O)=O)N1CCN(c2ccccc2F)CC1	·	1%	?
Cc1ccc(NC(=O)CSc2nnc(-c3cnccn3)n2Cc2ccco2)cc1C	-4%	2%	-13%
Cc1cc(OCC(=O)NC(Cc2ccc(Cl)cc2)C(=O)O)c2c(C)c(C)c(=O)oc2c1 (stereo not drawn)	-8%	·	?
Cc1oc(=O)c(NC(=O)c2cccc(Cl)c2)cc1C(=O)c1ccccc1	11%	14%	21µM*
CCCCc1ccc(NS(=O)(=O)c2cccc(C(=O)N3CCNC(=O)C3)c2)cc1	-9%	-4%	?
O=C(Cc1ccccc1)N(Cc1cccnc1)c1nc2c(Cl)cccc2s1	·	0%	?
O=C(NCc1ccco1)C(c1ccncc1)N(C(=O)Cn1nnc2ccccc21)c1ccccc1 (stereo not drawn)	-2%	3%	-4%
COCCN1CC(CNC(=O)c2cc(COc3ccc(C)c(C)c3)on2)CC1=O (stereo not drawn)	0%	1%	0%
COc1ccc(NS(=O)(=O)c2cnc[nH]2)cc1	-5%	1%	3%
C=C1CC23C[C@H]4[C@@H]5[C@@]6(C)C[C@H](OC(=O)c7ccccc7)[C@@H](OC(C)=O)[C@]57[C@@H]2[C@@H](OC(C)=O)[C@H]1[C@@H](O)[C@H]3[C@H]7N4C6	-13%[21.6 µM]	10%[56.1 µM]	·
O=C(CCNc1ccc(F)cc1)c1cccc([N+](=O)[O-])c1	1%	7%	23µM*
Cc1ccc(S(=O)(=O)N2CCN(C(=O)c3cc(-c4cccs4)nn3-c3ccccc3)CC2)cc1	-10%	5%	18µM*
COc1cc(-c2nc3sc(C)c(C)c3c(=O)o2)cc(OC)c1OC	-21%	·	-24%
CCCCc1c(C)nc2ccc(Br)cc2c1SC(N)N	-1%	0%	3%
O=C1c2ccc(Cl)cc2S(=O)(=O)c2cccc(C(=O)N3CCN(c4ccc(Cl)cn4)CC3)c21	·	4%	16µM*

Given in markdown: two of the compounds above.
| molecule | N370S GC | TDP1 block | TDP1 cell noCPT |
| --- | --- | --- | --- |
| O=C(Cc1ccccc1)N(Cc1cccnc1)c1nc2c(Cl)cccc2s1 | · | 0% | ? |
| O=C(NCc1ccco1)C(c1ccncc1)N(C(=O)Cn1nnc2ccccc21)c1ccccc1 (stereo not drawn) | -2% | 3% | -4% |

The main list resumes, starting 4 compounds before the break.
SMILES	N370S GC	TDP1 block	TDP1 cell noCPT
Cc1ccc(S(=O)(=O)N2CCN(C(=O)c3cc(-c4cccs4)nn3-c3ccccc3)CC2)cc1	-10%	5%	18µM*
COc1cc(-c2nc3sc(C)c(C)c3c(=O)o2)cc(OC)c1OC	-21%	·	-24%
CCCCc1c(C)nc2ccc(Br)cc2c1SC(N)N	-1%	0%	3%
O=C1c2ccc(Cl)cc2S(=O)(=O)c2cccc(C(=O)N3CCN(c4ccc(Cl)cn4)CC3)c21	·	4%	16µM*
Cc1noc(C)c1-c1nc(Nc2ccncc2)c2ccccc2n1	-29%	28µM*	?
CN(C)C(=O)CCN1CCOCC1	-6%	0%	?
Cc1ccc(Cl)c(OCC(=O)OCC(=O)c2ccc[nH]2)c1	·	-2%	-10%
CCOC(=O)C1=C(C)N(C[C@@H]2CC[C@@H](Cc3ccc(-c4ccccc4)cc3)O2)C(=O)NC1c1ccc(SCc2ccco2)c([N+](=O)[O-])c1 (stereo partly drawn)	·	0%[56.1 µM]	?
COc1ccccc1NC(=O)CSc1ccc2nnc(-c3ccccn3)n2n1	3%	4%	-6%
Cc1ccc(S(=O)(=O)Nc2nc(C)c(NC(=O)Nc3ccc(Cl)cc3Cl)s2)cc1	0%	0%	-20%
COc1ccc(NC(=O)c2ccc3c(c2)C(=O)N(CC2CCCO2)C3=O)cc1 (stereo not drawn)	4%	9%	1%
O=C(COC(=O)c1cccnc1Cl)Nc1ccc2c(c1)OCCO2	1%	-1%	-9%
COc1ccc(-c2c(C#Cc3ccsc3)c3ccccc3n2C)cc1	-11%	·	23µM*
CCN(CC)S(=O)(=O)c1ccc(F)c(C(=O)NCCC(C)C)c1	5%	0%	?
CC(=O)N1CCc2cc(S(=O)(=O)Nc3ccc(C)cc3C)ccc21	-13%	·	-24%
COC(=O)c1ccc(CSc2n[nH]c(-c3ccccc3)n2)o1	15%	6%	-11%
COC(=O)CNC(=O)c1cc(OC)cc(OC)c1	8%	2%	-1%
O=[N+]([O-])c1cccc(/C=N/Nc2cc(N3CCOCC3)ncn2)c1	-9%	·	?
CCc1cc(C(c2ccncc2)N2CCN(C)CC2)c(NC(=O)c2ccccc2)s1 (stereo not drawn)	0%	4%	-33%
COc1ccc(-c2nc(CSCC(=O)N3CCN(c4cc(Cl)ccc4C)CC3)c(C)o2)cc1	·	7%	16µM*
COc1ccccc1CNC(=O)CSc1nc(N)c(C#N)c(-c2cccs2)c1C#N	10%	-4%	?
CCOCC(=O)Nc1nc2ccc(S(C)(=O)=O)cc2s1	22%	7%	7%
Cc1ccc(-n2ncc3c(N4CCN(Cc5ccccc5)CC4)ncnc32)cc1Cl	·	8%	9.2µM*
CCCc1cc(N2CCCC(C(=O)NCc3ccc4c(c3)OCO4)C2)n2ncnc2n1 (stereo not drawn)	1%	2%	-25%
Cc1cc(C(C)(C)C)ccc1OCCN(C)C	-1%	-11%	2%
CCOC(=O)c1ccc(NC(=O)c2nc[nH]c2C(=O)NC)cc1	24%	6%	-22%
O=[N+]([O-])c1ccc(C[n+]2cccc3ccc4cccnc4c32)cc1	2%	8%	1.6µM*
Cc1cc(-c2cc(C(=O)NCc3ccccc3)on2)nc(NC2CCCC2)n1	12%	0%	?
Cn1nc(-c2ccc(C(=O)Nc3cccc(Cl)c3)cc2)c2ccccc2c1=O	1%	-1%	?

Whole records from above. Order of screens: N370S GC	TDP1 block	TDP1 cell noCPT
O=[N+]([O-])c1cccc(/C=N/Nc2cc(N3CCOCC3)ncn2)c1 in the list: -9%	·	?
Cc1noc(C)c1-c1nc(Nc2ccncc2)c2ccccc2n1 in the list: -29%	28µM*	?
COc1ccc(NC(=O)c2ccc3c(c2)C(=O)N(CC2CCCO2)C3=O)cc1 (stereo not drawn) in the list: 4%	9%	1%
Cn1nc(-c2ccc(C(=O)Nc3cccc(Cl)c3)cc2)c2ccccc2c1=O in the list: 1%	-1%	?

Continued:
SMILES	N370S GC	TDP1 block	TDP1 cell noCPT
Nc1nc2c(s1)CCCCCCCCCC2	-6%	6%	?
OCCN(CC#CC(O)(c1ccccc1)C1CCCCC1)CCO (stereo not drawn)	-5%	·	14%
Cc1cccc(CC(=O)OCn2nnc3ccccc3c2=O)c1	-2%	8%	-29%
CCCCNS(=O)(=O)c1ccc2nc(SCC(=O)c3ccc(C#N)cc3)[nH]c2c1	-17%	8%	-27%
Cc1cc(C)c(NC(=O)Nc2ccc3c(c2)OCO3)c(C)c1	-10%	1%[56.1 µM]	?
O=C(CN1CCN(S(=O)(=O)c2ccc(Cl)cc2)CC1)N1CCCC1	-5%	3%[0.505 µM]	-1%
COC(=O)Nc1ccc(S(=O)(=O)N2CCCC(C(=O)N3CCCCC3)C2)cc1 (stereo not drawn)	-2%	4%	?
Cc1cc(C(=O)NCCC2=CCCCC2)ccc1[N+](=O)[O-]	2%	0%	0%
COc1cc(/C=C/C(=O)O)cc(S(=O)(=O)NCCCO)c1OC	11%	-1%	1%
COC(=O)c1sc(NC(=O)c2cccc([N+](=O)[O-])c2)c(C(N)=O)c1C	6%	0%	-24%
COC(=O)c1cn(C(=O)c2ccc(C)c(C)c2)c2ccccc12	1%	3%	21µM*
O=C1NC(NS(=O)(=O)c2ccccc2)(C(F)(F)F)C(=O)N1Cc1cccnc1 (stereo not drawn)	0%	5%	-9%
NC(=O)[C@H](Cc1cc2ccccc2s1)NC(=O)[C@@H]1CC2(CC(c3cccc(NC(=O)[C@@H]4CCC(=O)N4)c3)=NO2)CN1C(=O)/C=C/c1c(F)cccc1Cl (stereo partly drawn)	?	4%	7%
Cc1ccc(CCN2CC(C(=O)NC(C)C)CC2=O)cc1 (stereo not drawn)	-5%	·	0%
N#Cc1ccc(CN(c2ccncc2)S(=O)(=O)c2ccccc2)cc1	-10%	12%	-12%
Cc1cccc(C)c1NC(=S)N1CC(C)OC(C)C1 (stereo not drawn)	0%	-1%	-9%
Cc1cc(C)n(-c2nc(C)c(C)c(=O)n2CC(=O)Nc2ccc(OC(F)(F)F)cc2)n1	·	8%	18µM*
CCCCOc1ccc(CC2CCC(=O)NC2=O)cc1 (stereo not drawn)	-1%	7%	-4%
CCCN=Cc1ccc(O)cc1	-3%	-5%	2%
Cc1ccc(C(=O)N2CCN(CCNC(=O)C(=O)Nc3ccc(Cl)cc3)CC2)cc1	-10%	2%	?
O=C(O)c1ccc2c(=O)n3c(nc2c1)/C(=C/c1ccccc1OC(F)F)CC3	6%	·	?
CC(=O)c1c(C)[nH]c(C(=O)NCc2ccc(F)cc2)c1C	-1%	5%	-4%
Cc1ccc(S(=O)(=O)N2CCN(C(=O)COC(=O)CSc3cc(C)ccc3C)CC2)c(C)c1	·	0%	-4%
COc1ccc(NC(=O)COc2ccc(-n3cnnn3)cc2)cc1OC	1%	1%	23µM*
O=C(NCCc1ccccc1)C(=O)NCC1OCCN1S(=O)(=O)c1ccc(F)cc1 (stereo not drawn)	-7%	·	-13%

The results go on:
SMILES	N370S GC	TDP1 block	TDP1 cell noCPT
CCN(CC)S(=O)(=O)c1cccc(NC(=O)C(=O)c2c(-c3ccccc3)cc3ccccn23)c1	·	-1%	23µM*
COc1ccccc1CCNC(=O)c1cc(-c2ccccn2)nc2ccccc12	-3%	0%	?
CCOCCCNS(=O)(=O)c1ccc(NC(=O)N2c3ccccc3Sc3ccccc32)cc1	-13%	7%	?
CCOc1ccc(NC(=O)Nc2cc(C(C)C)c(O)cc2C)cc1	11%	7%	?
Cc1ccc(C)c(SCc2noc(C(=O)NCC3CCCO3)c2C(=O)O)c1 (stereo not drawn)	12%	4%	-26%
N#Cc1c[nH]n2c(NC3CCCCC3)c(-c3cccc(Cl)c3)nc12	·	3%	?
C=CCN(C(=O)c1csnn1)C(C(=O)NC1CCCC1)c1ccccc1 (stereo not drawn)	-4%	0%[0.0935 µM]	-7%
O=C(CSc1nnc(-c2c[nH]c3ccccc23)o1)N(Cc1ccccc1)c1ccc(F)cc1	7%	5%[56.1 µM]	?
COC(=O)C1=C(C)N(C)C(C)=C(C(=O)OC)C1c1ccc(C(=O)OC)cc1	?	2%	?
Cc1ccc(NC(=O)C2CCCN(C3=NS(=O)(=O)c4ccccc43)C2)c(O)c1 (stereo not drawn)	·	3%	-23%
O=C(NCc1ccc(C(F)(F)F)cc1)C1CC(c2cccc(F)c2)=NO1 (stereo not drawn)	-3%	-1%	-28%
COc1ccc(CNC(=O)CCS(=O)(=O)Cc2cccc(Cl)c2)c(OC)c1	-3%	-3%	-2%
COc1ccc(NC(=O)COc2coc(CN3CCc4ccccc43)cc2=O)cc1	-20%	0%	-2%
N#Cc1c(SCc2ccccc2)sc(C(=O)c2ccccc2)c1N	-7%	4%	-1%
O=C1CC(c2ccco2)CC(O)=C1C=Nc1cc(Cl)ccc1O (stereo not drawn)	-1%	?	18µM*
COC(=O)C1=C(C)N(C(C)c2ccccc2)C(=O)/C1=C\c1ccco1 (stereo not drawn)	6%	10%	?
Cc1ccc(NC(=O)c2cc(S(=O)(=O)N3CCCCCC3)ccc2F)cc1F	·	8%	?
N#CCCN(CCC#N)c1nnc(-c2ccccc2)s1	-24%	5%	-5%
CCOc1ccc2c(c1)-c1c(ssc1=S)C(C)(C)N2C	6%	14%	?
COc1ccc(NC(=O)/C(C#N)=C\c2ccc(-c3cc(C(=O)O)ccc3C)o2)cc1	-2%	·	-19%
O=C(C[C@H]1C/C=C\CC[C@H](Cc2ccc(F)cc2)C(=O)O[C@H](c2ccccc2)CNC1=O)N[C@H](CO)Cc1ccccc1	·	-2%	13µM*

The list is partial, so the mix of outcomes need not match the whole.
